# Compound activity deposited in PubChem BioAssay by several laboratories.
# pCIP destab: p/CIP-EGFP fusion destabilizers, primary screen, fluorescence, F442A cells; Q05BA5; 16 h; decrease of EGFP signal, % at 10 µM; 290,000 tested, 0.01% active;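 active means EGFP signal decrease of at least 30% at 10 µM or well 3 SD below plate mean, unless failing retest; inactive means the rest, including hits failing retest or dose response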; further: some compounds called inactive have numbers as strong as hits; many of its hits are not listed in these tables
# IMP-1 inhibitor: IMP-1 metallo-beta-lactamase inhibitors, primary screen, biochemical, epi-absorbance readout, Pseudomonas aeruginosa enzyme; purified IMP-1, nitrocefin hydrolysis, epi-absorbance fluorescence; inhibition, % at 5.6 µM; AID 1556, 2009; 290,000 tested, 0.45% active; metallo-beta-lactamase IMP-1 (Pseudomonas aeruginosa);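 active means inhibition above the mean plus 3 SD of all compounds in the same screening run, cut at about 4.5% in these data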;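 further: 0% = IMP-1 with DMSO and 100% = DMSO wells lacking enzyme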
#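 System: purified IMP-1; amount: IMP-1 0.2 nM before substrate addition; compound: single dose, 5.6 µM; times: 25 °C, 15 min preincubation, 25 min reaction; signal: Epi-absorbance via hydrolysed-nitrocefin quenching of white-plate fluorescence, 480/530 nm, EDTA stop; benchmarks: DMSO with and without IMP-1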
# NALP1 inh: NALP1 inflammasome inhibitors in reconstituted yeast, colorimetric, S. cerevisiae, triplicate retest; S. cerevisiae NALP1/ASC/caspase-1 growth, X-gal OD620, 72 h; inhibition, % at 10 µM; 280,000 tested, 0.61% active; AID 2071, 2009; in the data active means inhibition mostly above about 24%, no sharp cut-off; inactive means mostly below about 32%; further: some compounds called inactive have numbers as strong as hits
# PfM18AAP inh: PfM18AAP inhibitors, malaria aminopeptidase, primary screen, biochemical, QFRET, recombinant enzyme. inhibition, % at 7.35 µM. 290,000 tested, 1.2% active. H-Glu-NHMec fluorogenic cleavage. AID 1822, 2009. M18 aspartyl aminopeptidase (Plasmodium falciparum 3D7);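 active means inhibition above the campaign mean inhibition over all tested compounds plus 3 SD, cut at about 28% in these data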;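 further: 0% = plate median of test compound wells and 100% = 2 mM ZnCl2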
# IDE inh: human IDE inhibitors in live cells, primary screen, fluorescence polarization, HEK cells, FAbetaB substrate. AID 434962, 2010. FAbetaB cleavage. Insulin-degrading enzyme (Homo sapiens), P14735. inhibition, % at 5.59 µM. 320,000 tested, 0.41% active;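 active means percent inhibition above the average of all tested compounds plus 3 SD, set per screening campaign, cut at about 16% in these data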;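 further: IDE supplied by intact live HEK cells; FP after avidin binding of uncleaved biotin substrate so inhibition keeps polarization high; 0% = DMSO wells and 100% = 60 µM reference IDE inhibitor Ii1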
# VIM-2 inhibitor: VIM-2 metallo-beta-lactamase inhibitors, primary screen, biochemical, epi-absorbance readout, Pseudomonas aeruginosa enzyme. purified VIM-2, nitrocefin hydrolysis, epi-absorbance fluorescence. 290,000 tested, 0.89% active. inhibition, % at 5.6 µM;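 active means inhibition above the mean of all tested compounds plus 3 SD, cutoff set per screening run, cut at about 7.5% in these data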;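 further: red hydrolysis product quenches plate fluorescence so inhibitors raise well fluorescence; 0% = enzyme with DMSO and 100% = DMSO without enzyme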
# PHOSPHO1 block: PubChem AID 1565; Phosphoethanolamine/phosphocholine phosphatase (Homo sapiens), Q8TCT1; recombinant PHOSPHO1, absorbance phosphatase assay; inhibition, % at 13.3 µM; 290,000 tested, 1.1% active; in the data active means inhibition above about 60%
# Target sequence (Q8TCT1 whole entry, looked up): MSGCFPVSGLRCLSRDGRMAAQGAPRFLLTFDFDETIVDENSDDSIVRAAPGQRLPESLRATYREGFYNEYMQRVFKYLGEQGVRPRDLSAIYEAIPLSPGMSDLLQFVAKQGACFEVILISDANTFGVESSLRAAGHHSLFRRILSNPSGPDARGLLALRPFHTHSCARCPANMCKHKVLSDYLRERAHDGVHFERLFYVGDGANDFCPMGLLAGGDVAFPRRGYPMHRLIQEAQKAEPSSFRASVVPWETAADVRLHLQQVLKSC
# IDE cell activ: human IDE activators in live cells, primary screen, fluorescence polarization, HEK cells, FAbeta-B substrate | Insulin-degrading enzyme (Homo sapiens), P14735 | FAbeta-B cleavage; 0% vehicle, 100% cell-free pure enzyme wells | activation, % at 5.96 µM | 340,000 tested, 0.073% active;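 active means activation above the mean of all tested compounds plus 3 SD, set per screening campaign, cut at about 17% in these data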
# GPR7 antagonist: GPR7 receptor antagonists, primary screen, cell-based, fluorescence, single concentration. Neuropeptides B/W receptor type 1 (Homo sapiens), P48145. inhibition, % at 4.4 µM. AID 1861, 2009. GPR7-expressing cells, fluorescence antagonist assay. 290,000 tested, 1.1% active; in the data active means inhibition above about 16%, passing the limit was not always enough;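 further: cells stimulated with the agonist NPW; 0% = agonist with vehicle and 100% = vehicle without agonist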
# Target sequence (P48145 whole entry, looked up): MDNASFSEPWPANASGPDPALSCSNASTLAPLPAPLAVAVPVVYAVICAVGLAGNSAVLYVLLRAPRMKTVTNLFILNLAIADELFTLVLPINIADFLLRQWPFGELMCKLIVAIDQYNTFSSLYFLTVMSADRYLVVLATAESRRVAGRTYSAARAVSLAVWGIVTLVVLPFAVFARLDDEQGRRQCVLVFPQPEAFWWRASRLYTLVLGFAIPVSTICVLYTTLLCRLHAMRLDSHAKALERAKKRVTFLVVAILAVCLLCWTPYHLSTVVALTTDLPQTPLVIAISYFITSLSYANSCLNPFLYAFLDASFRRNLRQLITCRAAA
# Numbers without * were called inactive; nt = no result given.
SMILES,pCIP destab,IMP-1 inhibitor,NALP1 inh,PfM18AAP inh,IDE inh,VIM-2 inhibitor,PHOSPHO1 block,IDE cell activ,GPR7 antagonist
Cc1ccccc1C(=O)O/N=C(\N)c1ccc([N+](=O)[O-])cc1,-8,1.4,23,-9,-3,0.7,-2,-3,9
CC(C)C(NC(=O)C(NC(=O)C1O[C@@H]2OC(C)(C)O[C@@H]2[C@H]2OC(C)(C)O[C@@H]12)C(C)C)C(=O)O (stereo partly drawn),3,-0.7,-3,-3,3,-2.2,-25,4,-10
COc1ccc(CNC(=O)CN2CCN(c3ccccc3O)CC2)cc1OC,-15,-2.2,3,2,-4,-2.2,7,5,-10
Cc1ccccc1CS(=O)(=O)c1snnc1C,1,-0.7,11,4,5,-1.3,-8,4,-6
CSc1nnc(C)c(=O)n1COC(=O)c1ccc(S(=O)(=O)N2CCOCC2)cc1,-1,-0.4,15,-3,8,2.3,-11,7,-8
Cc1c(NC(=O)c2nn3c(C(F)(F)F)cc(-c4ccccc4)nc3c2Cl)c(=O)n(-c2ccccc2)n1C,12,0.2,16,-8,1,0.7,-11,2,-1
CC(=O)Nc1ccc(S(=O)(=O)n2nc(-c3ccc(C)cc3)nc2N)cc1,6,-3.1,13,-6,5,-1.4,17,2,16
N#CCNC(=O)C1c2ccccc2Oc2ccccc21,-6,-0.7,3,-2,-2,-1.0,25,-4,-14
CCOC(=O)N1CCN(C(=O)C2CCCN(S(=O)(=O)c3ccccc3)C2)CC1 (stereo not drawn),-2,-4.1,14,-1,-6,-2.0,37,5,-5
CC(C)Cc1cc(C(=O)Nc2ccccc2)c2ccccc2n1,-7,-0.8,15,-8,-2,-1.2,29,-2,3
COc1ccc(NC(=O)C(CCSC)NC(N)=O)cc1NS(=O)(=O)c1ccc(F)cc1 (stereo not drawn),0,-1.6,14,-1,-8,-0.6,30,2,-16
COc1ccc(N=C(c2ccccc2)c2c(C)[nH]n(-c3ccccc3)c2=O)c(OC)c1,-1,-0.9,nt,0,1,-3.0,19,2,-15
O=C(CN1C(=O)c2cccnc2Oc2ccc(Cl)cc21)Nc1ccccc1F,-11,0.6,22,0,2,-0.9,-4,6,-1
Cc1cc(=O)[nH]c(SCCOc2ccc(OC(C)C)cc2)n1,-9,-4.1,13,1,2,-1.6,-3,6,2
C/C(=C1/C(=O)N(c2ccc([N+](=O)[O-])cc2)N=C1c1ccccc1)N(C)C,-12,-3.1,-4,10,5,-1.4,-5,nt,3
O=C(Nc1ccc(Br)cc1F)C1CC(=O)N(C2CCCCC2)C1 (stereo not drawn),12,-0.7,0,-4,4,0.7,nt,-2,-4
CC(C)C[C@H](N)c1cn([C@@H](Cc2ccc(O)cc2)C(=O)N2CCNCC2)nn1,0,-2.2,-4,-4,7,-0.1,26,0,-14
CCCn1c(N)c(C(=O)CSc2nc3ccccc3s2)c(=O)[nH]c1=O,-1,-2.9,6,-8,-2,-1.8,20,-3,1
CCn1cc(C(=O)NCCCN2CCCC2)c(=O)c2cc(S(=O)(=O)N3CCc4ccccc4C3)ccc21,0,-2.6,-1,1,2,-0.9,-5,-1,6
Cc1[nH]c2ccccc2c1/C=C/c1nc2ccccc2c(=O)n1-c1ccc([N+](=O)[O-])cc1,-3,-3.7,32,-3,-2,-1.5,-1,2,-5
COc1ccc(NS(=O)(=O)c2cccs2)cn1,-30,-3.1,1,0,-10,-2.4,16,0,-8
CCOc1cc(/C=N/NC(=O)c2ccccn2)ccc1OC(=O)c1cccs1,-1,-4.5,-2,-3,8,-5.7,36,-2,-20
Cc1[nH]c2ccccc2c1/C=N/NC(=O)c1cc(C(C)(C)C)[nH]n1,-3,2.4,nt,-3,2,-2.9,33,nt,-3
COc1cc(NC(=O)c2ccnnc2)cc(C(=O)Nc2cccc(C(F)(F)F)c2)c1,-9,nt,nt,nt,6,nt,13,-6,nt
COc1ccccc1N1CCN(C(=O)c2ccc3c(Cl)c4c(nc3c2)CCCC4)CC1,-11,1.3,42,3,4,1.1,-16,-3,-20
COc1ccc(N(CC(=O)NN=C2CCCC2)S(=O)(=O)c2ccccc2)cc1,10,-2.2,9,-13,-6,-2.5,-18,2,0
COc1ccc(CNc2ccc(S(N)(=O)=O)cc2)c(OC)c1OC,1,-1.2,24,-10,1,0.3,26,-8,-9
CC(C)NS(=O)(=O)c1ccc(CCC(=O)O)cc1,3,-1.5,32,0,1,-2.9,14,-8,-6
COc1ccc(-c2nn(-c3ccccc3)cc2/C=C\C(=O)N2CCOCC2)cc1[N+](=O)[O-],-13,0.2,3,1,0,0.0,16,0,0
CN1CCN(C(=O)c2ccc(N(Cc3ccc(Cl)cc3)S(C)(=O)=O)cc2)CC1,1,-1.1,10,2,5,0.0,1,-8,6
COc1ccccc1CN(C(=O)CNC(=O)c1ccco1)C(C(=O)NCC1CCCO1)c1ccccc1 (stereo not drawn),-14,-0.9,13,2,1,-0.6,26,1,-25
O=C(N/N=C/c1ccco1)c1ccccc1OCc1ccc(Br)cc1,-6,-3.8,28,5,-4,-0.6,-5,-1,2
Cc1ccccc1C(=O)N/N=C/c1ccccn1,-2,-2.9,3,-12,2,-3.9,3,5,2
CCCn1c(N)c(C(=O)CSc2nc3ccccc3n2CCC#N)c(=O)n(C)c1=O,-5,-0.2,7,-2,5,-2.2,35,1,-3
O=C(CN1CCOCC1)NNc1nc(-c2ccccc2)c2cc(Br)ccc2n1,1,-4.0,-5,-4,9,-2.2,-1,-6,-12
COc1ccc(C)cc1Nc1n[n+](-c2ccccc2)c(-c2ccc(N(C)C)cc2)s1,-26,-0.9,21,6,1,0.1,-7,0,21
CCCN(CCC)CCCNC(=O)C1CCC(CNS(=O)(=O)c2cccc3nsnc23)CC1 (stereo not drawn),1,-1.5,28,-4,-5,1.5,37,7,-9
COC(=O)C1CC23C=CCN4CCC5(c6ccccc6NC15C2C)C43 (stereo not drawn),-13,-3.0,37*,10,-7,-3.3,23,1,8
CC1C(=O)Nc2ccccc2N1C(=O)c1ccc(Cl)c(Cl)c1 (stereo not drawn),-2,0.2,1,-2,4,-0.7,-7,0,-10
O=C(OCc1nc2ccccc2s1)C1CCN(C2=NS(=O)(=O)c3ccccc32)CC1,3,-6.7,-9,5,2,-4.0,31,2,-5
COc1ccc(CCNC(=O)COc2ncnc3ccccc23)cc1,-64,-3.7,7,-9,-4,-2.3,10,-1,-11
N#CC(c1ccc(O)cc1)c1ncc(C(F)(F)F)cc1Cl (stereo not drawn),0,-4.8,-5,12,6,-2.4,-17,5,-2
CSc1cccc(NC(=O)Nc2ccc(Cl)cc2)c1,-2,-1.4,1,3,-2,-2.0,17,5,0
O=S(=O)(NC1CC1)c1ccc(S(=O)(=O)N2CCCC(c3nc(-c4cccnc4)no3)C2)cc1 (stereo not drawn),-20,0.8,18,-19,0,-1.1,-93,-2,-2
O=C(c1ccc2nc(Cc3cccc(Cl)c3)oc2c1)N1CCC(O)CC1,-1,-1.0,6,0,1,-1.7,8,3,2
Fc1ccc(NC(=S)NCc2ccccc2)cc1,3,-1.4,6,8,-1,-1.3,-13,4,-12
CC(C)N1CCC2(CC1)C(C#N)=C(N)NC(S)=C2C#N,-21,-0.6,24,12,8,-0.3,-4,nt,-12
Cc1nnc2sc(SCc3ccc(Cl)cc3)nn2c1=O,8,0.1,13,3,4,-2.8,-8,-10,-7

# A stretch taken from the entries so far, as a working copy:
SMILES,pCIP destab,IMP-1 inhibitor,NALP1 inh,PfM18AAP inh,IDE inh,VIM-2 inhibitor,PHOSPHO1 block,IDE cell activ,GPR7 antagonist
CC(C)N1CCC2(CC1)C(C#N)=C(N)NC(S)=C2C#N,-21,-0.6,24,12,8,-0.3,-4,nt,-12
Cc1nnc2sc(SCc3ccc(Cl)cc3)nn2c1=O,8,0.1,13,3,4,-2.8,-8,-10,-7

# More records
SMILES,pCIP destab,IMP-1 inhibitor,NALP1 inh,PfM18AAP inh,IDE inh,VIM-2 inhibitor,PHOSPHO1 block,IDE cell activ,GPR7 antagonist
CC(=O)N1CCc2c(sc(NC(=O)CCS(=O)(=O)c3ccccc3)c2C(N)=O)C1,-4,0.5,23,-2,0,0.5,29,-4,-19
O=C(O)c1cc(Cl)c2ccccc2c1O,0,-5.1,23,-1,-2,0.9,4,0,-10
COc1cccc(NC(=O)CCc2nnc3ccc(NCc4ccco4)nn23)c1,2,-2.1,4,25,4,-8.8,12,2,-6
O=C1CSC(c2ccccc2)N1c1nnc(C23CC4CC(CC(C4)C2)C3)s1 (stereo not drawn),-11,-3.7,5,-1,nt,-2.5,1,nt,-14
COc1ccc(N(CC(=O)Nc2ccccc2OC)S(=O)(=O)c2ccc(OC)c(OC)c2)cc1,-10,-1.6,-5,-3,-2,-1.0,34,5,-11
O=C(c1ccccc1F)N1CCN(S(=O)(=O)c2ccc3c(c2)OCCO3)CC1,7,-3.4,-16,-1,-3,-4.2,-9,3,2
Cc1cc(C)cc(NS(=O)(=O)c2cc(C(=O)NCc3ccccn3)ccc2Cl)c1,-2,-1.8,5,7,1,1.4,4,-5,-8
NS(=O)(=O)c1cc(C(=O)OCC(=O)Nc2ccc(Cl)cc2[N+](=O)[O-])ccc1Cl,6,-2.1,19,4,0,-1.7,17,6,-7
CCN(CC)CCOC(=O)c1ccc(NC(=O)CCCN2C(=O)/C(=C\c3cccs3)SC2=S)cc1,-11,0.3,21,-3,-2,2.5,51,-2,20
CC(C)(C)C(=O)O/N=C(\N)c1ccc([N+](=O)[O-])s1,0,-2.8,-4,1,1,-2.5,30,3,-5
CCOc1ccccc1CN1C(=O)NC2(CCCCCC2)C1=O,8,0.2,16,-5,4,-1.1,37,-1,-3
CC1=C(C(=O)c2ccccc2)C(c2ccc(N3CCOCC3)cc2)NC(=O)N1 (stereo not drawn),-10,-0.7,14,5,1,1.7,-14,2,5
O=C(Nc1nnc(COc2ccc(Cl)cc2)s1)c1cccs1,-4,-1.2,39,6,5,-2.8,80*,-3,-2
Nc1ncnc(Sc2ncccn2)c1[N+](=O)[O-],4,-3.8,5,34*,nt,-2.6,-30,-2,-8
CC(C)OC(=O)c1ccc(COC(=O)c2cnccn2)cc1,-4,-2.0,-4,-4,4,2.1,-8,4,-5
CC(Oc1cc2oc(=O)c3c(c2cc1Cl)CCC3)C(=O)N1C[C@H]2C[C@@H](C1)c1cccc(=O)n1C2 (stereo partly drawn),-5,1.8,18,6,5,7.5,34,-1,20
CC(=O)Nc1ccc(S(=O)(=O)NC(C)c2nc(-c3ccccc3)no2)cc1 (stereo not drawn),5,-3.4,4,-2,-2,-2.9,-4,2,5
CCOc1ccc(OCCC(=O)OC(C)C(=O)Nc2ccc(C(C)=O)cc2)cc1 (stereo not drawn),-6,-3.5,6,0,4,-2.9,24,-1,7
O=C(Nc1ccon1)c1sc2cc(Cl)ccc2c1Cl,-16,-1.2,14,1,0,-0.8,15,-4,-13

# No enrichment for hits. Share with any hit: about 5.3%.
